# Screens as filed in PubChem.
# NCOA3 inh = human NCOA3 inhibition. Q9Y6Q9. HEK293 GAL4-SRC3 luciferase reporter, luminescence. inhibition, % at 3.6 µM. hit rate 0.17% among 360,000. AID 588352;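 active = inhibition above a per-campaign cutoff, the mean of all compounds plus 3 SD, cut at about 60% in these data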;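 note: 0% = DMSO-treated cells and 100% = gossypol-treated cells at 36 µM; higher means less SRC3-driven luciferase light from the GAL4 reporter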
# TWEAK-Fn14 inh = TWEAK-Fn14 signaling inhibition. TWEAK-stimulated Fn14 reporter cells, luciferase luminescence, 8 h. inhibition, % at 10 µM. hit rate 2% among 360,000. AID 1159606; in the data active = inhibition above about 50%
# EBV LMP1 NFkB = reduces LMP1-driven NF-kappaB luciferase signal; hit rate 0.69% among 350,000; inhibition, % at 12.5 µM; LMP1-induced NF-kappaB luciferase reporter cells, luminescence; in the data active = inhibition above about 41%;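 note: 0% = neutral control wells and 100% = reference inhibitor control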
# TROY signal inh = inhibitors of TROY-dependent NF-kB signaling. Q293 LMP1-TROYcd NF-kB luciferase reporter, 4 h. inhibition, % at 10 µM. hit rate 0.98% among 360,000. AID 1347056;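 active = compounds whose plate-normalised and pattern-corrected inhibition of the luciferase reporter signal at the single screening dose is 50% or more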
# SRC2 inh = human SRC2 (NCOA2) inhibition; HEK293 GAL4-SRC2 luciferase reporter, luminescence; AID 651957; Q15596; hit rate 0.17% among 370,000; inhibition, % at 9 µM;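 active = inhibition above the mean inhibition of all tested compounds plus 3 SD, set per campaign, cut at about 52% in these data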;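 note: 0% = DMSO treated cells and 100% = cells given Gossypol at 36 µM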
# SRC1 inh = inhibitors of human steroid receptor coactivator 1 (SRC1). hit rate 0.12% among 360,000. inhibition, % at 3.6 µM. HEK293 GAL4-SRC1 luciferase reporter, luminescence. AID 588354. Q15788;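 active = inhibition above the campaign mean plus 3 SD, with each screening campaign given its own cutoff, cut at about 60% in these data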;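 note: 0% = DMSO treated cells and 100% = gossypol at 36 µM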
# COUP-TFII inh = NR2F2 (human) inhibition, primary screen; hit rate 0.7% among 370,000; HEK293T NGFI-A luciferase reporter, luminescence; inhibition, % at 8.6 µM; AID 686940;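 active = inhibition above a per-plate cutoff, mean inhibition of test wells between control levels plus 3 SD, cut at about 38% in these data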;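 note: cells cotransfected with COUP-TFII expression vector driving the NGFI-A reporter; 0% = median of COUP-TF2 test wells and 100% = reporter-only cells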
# Target sequence (P24468 whole entry, looked up): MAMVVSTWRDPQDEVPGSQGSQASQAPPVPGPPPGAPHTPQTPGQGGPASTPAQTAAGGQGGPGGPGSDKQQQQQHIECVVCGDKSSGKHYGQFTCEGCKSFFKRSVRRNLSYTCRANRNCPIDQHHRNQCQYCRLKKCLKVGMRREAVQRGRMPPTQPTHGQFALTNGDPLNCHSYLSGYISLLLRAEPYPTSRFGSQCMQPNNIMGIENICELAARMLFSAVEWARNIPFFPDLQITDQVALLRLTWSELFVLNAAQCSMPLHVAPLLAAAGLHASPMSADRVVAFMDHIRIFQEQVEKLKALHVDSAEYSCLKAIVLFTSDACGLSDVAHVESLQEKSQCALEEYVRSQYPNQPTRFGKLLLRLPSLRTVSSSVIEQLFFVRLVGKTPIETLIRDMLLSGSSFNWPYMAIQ
# TRAIL sens C8 = caspase-8 TRAIL sensitization; NB7+C8 cells + TRAIL, ATPlite viability luminescence; inhibition (viability loss, TRAIL sensitization), % at 10 µM; hit rate 1% among 360,000;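 active = compounds causing at least 50% loss of cell viability in the single-dose screen, relative to plate controls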
# NOD2 RIPK2 PPI = NOD2-RIPK2 protein interaction inhibition | CHO BLA complementation NOD2-RIPK2, CCF4 ratio | inhibition, % at 4.98 µM | hit rate 0.38% among 360,000 | AID 624267; in the data active = inhibition above about 21%;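 note: 0% = vehicle only and 100% = reference blocker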
# Target sequence (O43353 whole entry, looked up): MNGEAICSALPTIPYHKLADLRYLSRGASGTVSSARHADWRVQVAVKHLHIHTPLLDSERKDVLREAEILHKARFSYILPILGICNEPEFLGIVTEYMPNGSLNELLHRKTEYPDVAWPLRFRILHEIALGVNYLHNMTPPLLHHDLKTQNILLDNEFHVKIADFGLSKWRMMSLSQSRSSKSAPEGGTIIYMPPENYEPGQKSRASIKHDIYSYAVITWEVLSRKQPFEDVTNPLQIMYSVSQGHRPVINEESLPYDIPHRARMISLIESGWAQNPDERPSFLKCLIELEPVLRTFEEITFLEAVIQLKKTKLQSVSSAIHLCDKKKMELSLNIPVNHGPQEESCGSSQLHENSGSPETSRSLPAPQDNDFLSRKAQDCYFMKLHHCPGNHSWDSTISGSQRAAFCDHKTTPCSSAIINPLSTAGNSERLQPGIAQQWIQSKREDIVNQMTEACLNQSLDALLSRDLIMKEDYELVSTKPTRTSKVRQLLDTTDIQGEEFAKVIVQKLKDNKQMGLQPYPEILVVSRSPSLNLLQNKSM
# LRH-1 inv ag = inverse agonists of human LRH-1 (NR5A2); O00482; HEK293T StAR-luciferase reporter, LRH-1 transfected, 24 h; inhibition, % at 3.6 µM; hit rate 0.13% among 360,000;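 active = inhibition above the mean inhibition of all tested compounds plus 3 SD, cut at about 73% in these data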;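 note: 0% = DMSO wells and 100% = reporter-only cells lacking LRH-1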
# TLR9-MyD88 block = blocks human TLR9 binding to MyD88 | AID 504734 | inhibition, % at 4.98 µM | Q9NR96+Q99836 | CHO BLA complementation TLR9-MyD88, CCF4 FRET ratio | hit rate 0.21% among 340,000;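 active = inhibition above the mean over all tested compounds plus 3 SD, cut at about 21% in these data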;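 note: 0% = DMSO only wells and 100% = clavulanate BLA inhibitor control wells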
# An asterisk follows results filed as active; nt = not tested or not shown.
SMILES,NCOA3 inh,TWEAK-Fn14 inh,EBV LMP1 NFkB,TROY signal inh,SRC2 inh,SRC1 inh,COUP-TFII inh,TRAIL sens C8,NOD2 RIPK2 PPI,LRH-1 inv ag,TLR9-MyD88 block
CC1(C)CC2CC(C)(CN2S(=O)(=O)c2ccccc2[N+](=O)[O-])C1 (stereo not drawn),0.6,18.5,3.9,-6.2,18.0,17.1,20.8,-9.0,4.5,7.3,-7.2
CCOC(=O)/C(C#N)=C/N=c1ccc(C)cn1C,-38.0,1.5,-0.1,-27.9,-30.8,-27.8,3.5,1.3,-3.1,-48.0,-4.4
O[C@H]1C[C@H](c2ccccc2)N(CC2CCCCC2)C[C@@H]1n1cc(C2CC2)nn1,-29.2,64.1*,2.1,-19.2,-12.0,-0.1,-13.2,-14.0,2.8,-29.4,-10.3
CC(C)Cc1nnc(NC(=O)c2cc3c(s2)CCC3)s1,-72.4,-42.5,-24.2,-49.9,-36.0,-260.5,-14.5,6.9,-1.1,-53.2,-1.0
O=C(OC1CCOC1=O)C1CCN(S(=O)(=O)c2ccccc2)CC1 (stereo not drawn),16.3,6.7,-3.1,2.0,-19.1,0.1,-8.5,-12.0,1.4,-6.1,-16.4
Cc1ccc(S(=O)(=O)N2CCC(C(=O)NCCCOC(C)C)CC2)cc1,11.5,2.1,-10.2,0.6,10.3,-9.6,-15.7,-10.4,-6.2,-2.8,5.3
CS(=O)(=O)N1N=C(c2ccco2)CC1c1ccccc1 (stereo not drawn),-3.9,6.5,-11.0,-20.9,-8.3,-12.4,-14.2,17.4,-8.4,-3.1,-7.7
Cc1cccc(N2CCN(S(=O)(=O)c3ccc4c(c3)NC(=O)CS4)CC2)c1C,7.0,5.8,4.7,36.0,17.8,2.6,23.8,9.8,-13.9,19.7,-0.3
O=C(/C=C/c1ccc([N+](=O)[O-])cc1)OCc1cnc(-c2ccccc2)o1,8.3,-1.2,-7.4,-9.3,13.7,-7.3,-9.1,-5.3,3.1,-7.5,-4.6
Cc1cc(C)c2c(n1)SCC(=O)N2CC(=O)NCCC1=CCCCC1,10.9,13.5,3.9,13.4,-0.6,-8.3,0.0,-12.1,-2.8,-12.6,-4.6
Cc1ccc(-c2noc(=O)n2CC(=O)Nc2ccc(S(=O)(=O)NC3CC3)cc2)cc1,24.1,-5.2,5.9,1.7,-4.4,3.5,4.8,15.5,-7.2,14.1,2.2
CC(O)(CS(=O)(=O)Cc1ccccc1)c1ccccc1Cl (stereo not drawn),12.7,6.0,-5.7,17.8,-1.7,-10.8,19.7,-9.8,6.2,1.9,-2.0
O=C(CCC1CCCC1)NNC(=O)c1ccccc1O,-0.8,-12.3,1.4,-20.7,2.1,6.9,5.6,9.0,-2.5,-14.1,-4.4
CN(Cc1ccccc1)C(=O)CCNC(=O)Cn1cnc2ccccc2c1=O,-1.3,9.5,-4.3,2.3,1.6,-20.5,-69.9,-17.3,1.4,2.0,7.0
COc1ccc(NC(=S)NC(=O)C2CCC2)cc1,-68.0,1.9,-14.7,-24.5,-46.3,-29.3,-20.8,9.2,3.0,-56.9,-11.5
O=C(Oc1ccc2[nH]cc(CCN3C(=O)c4ccccc4C3=O)c2c1)c1ccco1,7.5,-22.8,3.2,-42.6,-29.5,-47.4,-9.0,-3.5,-1.3,-5.1,-7.8
O=C(CSc1ccc(-c2ccco2)nn1)N1CCCC1,-4.4,10.3,4.0,15.5,11.1,10.5,-23.6,-8.8,-6.7,-17.9,-2.3
Cc1cccc(NC(=O)CSc2nnc(CCCCCNC(=O)OC(C)(C)C)o2)c1C,14.8,-2.9,-1.7,11.8,-13.2,-18.7,18.9,7.9,-0.4,18.0,-7.5
CSCCC1NC(=O)N(CC(=O)Nc2ccc(N3CCCCC3)cc2)C1=O (stereo not drawn),-10.8,-24.0,-5.7,-4.4,-16.4,-32.5,-16.0,-1.8,-6.4,-28.9,-9.5
CCn1c(COc2cccc(OC)c2)nnc1SCC(=O)N1CCOCC1,-14.0,1.4,-0.7,14.3,-16.9,0.6,0.2,-8.6,-0.4,4.2,4.1
O=C(CSc1nnc(CNC(=O)c2ccccc2F)o1)c1ccc(Cl)cc1,7.9,5.6,-9.8,18.7,16.4,-4.1,16.1,-13.4,-3.6,-2.4,1.6
Cn1c(SCC(=O)c2cc3ccccc3o2)nnc1-c1ccccc1,5.9,-3.6,-4.4,0.7,5.7,-29.5,0.1,3.6,-7.4,5.9,2.5
COC(=O)c1ccccc1NC=C1C(=O)OC2(CCCCC2)OC1=O,-17.0,-5.4,2.0,-4.8,9.3,-4.9,12.1,-10.5,-9.7,9.1,1.1
COc1ccc2nc(C)cc(SCC(=O)N/N=C/c3ccc(O)cc3O)c2c1,45.2,25.4,6.4,15.3,30.3,9.9,-15.8,20.3,-5.0,-0.7,2.1
O=C(Nc1nc(-c2nc3ccccc3s2)cs1)c1ccc(S(=O)(=O)N2CCOCC2)cc1,-72.2,77.8*,-4.1,64.2*,-26.6,-55.0,-21.9,40.3,-15.2,2.9,1.6
CC(=O)N1c2ccc(S(=O)(=O)N3CCCC(C(=O)NCc4ccccc4Cl)C3)cc2CC1C (stereo not drawn),10.7,7.6,-1.1,12.7,-2.5,-4.1,-1.1,13.2,-5.4,-2.2,0.7
O=c1[nH]c2cc3c(cc2cc1CN(Cc1cccnc1)C(=S)NCc1ccco1)OCO3,3.4,15.0,6.9,9.6,6.2,2.8,-11.7,-1.3,-12.7,4.7,13.5
C/C(=N\Nc1nc(C)cc(-c2ccccc2)n1)c1ccc(O)cc1,-18.3,2.2,-0.1,-35.2,3.5,-43.8,3.5,40.5,2.0,-0.2,-2.6
COCCCNC(=O)C1CCN(c2ncccn2)CC1,12.9,-3.5,7.1,-6.7,1.3,-0.7,-18.4,-11.9,-1.0,-17.6,-8.5
O=C(CSc1ccccc1Cl)N1CCOCC1,-0.5,1.7,2.6,-10.6,-11.9,-26.0,0.0,-12.8,0.6,-3.9,1.9
COC(=O)c1ccc(NC(=O)Cn2nc(C)c3ccccc3c2=O)cc1,-3.2,2.6,-29.9,-13.5,-0.3,-35.6,0.5,-12.8,-3.1,10.1,3.1
Cc1cc([N+](=O)[O-])ccc1NC(=O)/C=C/c1cccs1,-63.9,-8.3,-11.4,-56.2,-39.6,-58.2,-22.7,17.5,-0.5,-35.3,3.6
CCCCC(C)Sc1nc2c([nH]1)c(=S)n(C)c(=O)n2C (stereo not drawn),-7.5,12.7,-14.7,12.7,-2.1,-5.8,9.6,13.9,-5.8,-4.9,-7.4
CCC(=O)OCC(=O)Nc1cc([N+](=O)[O-])ccc1OC,6.0,-11.7,-11.6,-9.5,-0.2,-12.4,2.1,-7.7,-2.3,11.9,-0.9
COc1ccc(CCNS(=O)(=O)c2ccc3c(c2)NC(=O)C(C)S3)cc1OC (stereo not drawn),-0.2,9.2,12.0,9.8,-5.8,2.2,14.6,-10.5,-11.1,3.8,-7.8
COc1ccc(OC)c(CNC(=O)CCSCc2ccc(F)cc2Cl)c1,5.1,-4.8,-6.3,-16.0,-16.6,3.3,6.3,4.1,0.7,-5.1,8.2
CCCCOC(=O)c1cccc(NC(=O)CC)c1,-16.2,6.9,-7.6,-29.9,-28.2,-30.1,3.8,-8.2,10.2,-16.2,-2.5
Cc1ccccc1NC(=O)CN1C(=O)NC2(CCCCC2)C1=O,-0.6,-14.4,-3.7,4.5,4.4,-9.8,9.2,-10.9,-5.2,-0.2,-9.1
Cc1ccc(Cl)cc1-c1cc(C(=O)NCc2cc(C(F)(F)F)cc(C(F)(F)F)c2)[nH]n1,11.7,61.0*,nt,42.5,12.1,7.4,16.6,17.0,-6.8,-18.2,nt
O=C1c2ccsc2SCCN1Cc1ccc(Cl)cc1Cl,29.5,6.2,5.7,15.2,8.0,16.0,7.5,-5.1,-0.2,14.9,-7.4
CN(c1ccccc1)S(=O)(=O)c1cccc(C(=O)N2CCN(c3ccccn3)CC2)c1,5.5,-3.7,-5.7,6.8,8.6,-3.5,0.4,-3.3,-7.5,-7.7,-3.3
Cn1nc(C(=O)OCC(=O)NCc2ccc(Cl)cc2Cl)c2ccccc2c1=O,-3.2,-2.0,-8.3,18.7,-21.8,5.8,4.3,-5.6,2.3,17.2,11.0
CCCCCNC(=O)c1[nH]c(C(F)(F)F)nc1-c1ccccc1,20.2,4.1,nt,-4.0,10.6,-5.9,-1.5,-28.0,-10.1,21.7,nt
COc1ccc(S(=O)(=O)NC2CC3CCC2C3)cc1 (stereo not drawn),-13.9,10.3,-1.5,2.9,-0.4,6.3,7.0,4.4,-0.7,-4.6,-7.9
COc1ccc(S(=O)(=O)N2CCN(C(=O)C3CC3)CC2)cc1Br,4.0,8.8,-0.3,-14.2,-16.2,2.4,3.4,10.8,-0.4,-13.8,0.4
Cc1[nH]c(=S)[nH]c(=O)c1Cc1c(O)ccc2ccccc12,-18.9,28.7,1.3,6.0,-13.5,-12.4,5.7,-3.7,-9.0,4.8,4.0
CC(=O)CSc1nnc(-c2ccc(S(=O)(=O)N3CCCC3)cc2)n1C,7.4,-10.2,-4.0,-8.4,11.2,3.2,5.8,1.2,-11.3,15.0,-6.1
COc1ccc(Cn2c(C)ccc2C)cc1,-13.8,-15.7,-14.0,5.3,1.9,-5.0,-5.4,3.4,-4.5,-10.1,-8.0
COc1ccc(CCNC(=O)CSC2=NS(=O)(=O)c3ccccc3N2)cc1OC,0.3,5.5,3.6,-6.2,-5.0,-20.5,-13.1,-16.8,1.0,11.3,8.9
Cn1c(N=Nc2ccc(N3CCOCC3)cc2)[n+](C)c2ccccc21,-9.7,45.5,-7.8,69.8*,-31.6,-15.0,10.3,39.3,-6.5,-15.8,-3.7
O=C1Cc2ccccc2C(=O)N1OCc1ccc(Cl)cc1,-3.5,-0.2,-1.2,-10.5,18.1,-17.4,-11.2,3.7,1.4,6.8,0.4
COc1ccc(CC(=O)NC(C)CCc2ccccc2)cc1OC (stereo not drawn),3.1,3.3,7.4,2.2,-21.1,0.6,10.6,-10.8,-3.0,-9.9,1.1
COc1cccc(C(=O)NC2CCN(CC(=O)Nc3ccccc3Cl)CC2)c1,-4.0,3.4,4.1,7.9,-1.4,-0.6,6.9,6.2,-2.7,-3.6,-4.6
N#CC1=C(N)Oc2n[nH]c(-c3cccs3)c2C1C1CCCCC1 (stereo not drawn),-2.2,-7.0,-0.5,8.3,14.1,-4.0,2.0,-6.3,-5.8,-10.2,-3.3
Cc1cc(C(=O)NC2CCCc3c2cnn3-c2ccc(C(C)(C)C)cc2)nn1C (stereo not drawn),32.5,60.5*,21.8,38.6,12.3,2.1,64.0*,17.9,2.3,20.3,-4.1
CSc1cccc(N2CC(C(=O)N3CCN(S(=O)(=O)c4ccccc4Cl)CC3)CC2=O)c1 (stereo not drawn),-11.8,-18.0,9.9,0.4,-4.4,11.6,-4.1,-1.9,0.2,-6.1,-9.3

# Some of the compounds tested (hit frequency here may not be typical).
